SMN2 splice enh: SMN2 splice variant enhancement. HEK293 SMN2-luciferase splicing reporter, luminescence, 30-36 h. Potency, µM (doses to about 46.1 µM), without a hit: at the top dose activity change, positive = activation, hits mostly activators. 210,000 tested, 2.8% active; note: % of control where 0% means no effect; nearly all actives have a fitted effect of over 55% in size
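HEK293 cells carry an SMN2 […]–luciferase reporter in which exon 7 inclusion puts luciferase in frame. Cells were plated 10-12 h before compound addition, then incubated 30-36 h at 37C. ONE-Glo luminescence was read; sodium butyrate at 4.5 mM final served as control.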
Epigenetic reg: derepresses silenced GFP reporter in murine cells. AID 1865. Potency, µM (top dose mostly 53.9 µM), without a hit: at the top dose GFP activation, actives largely listed as activators. 280,000 tested, 0.2% active. murine LDR cells, GFP reporter derepression, 30 h; note: % of control where 0% means no effect; nearly all actives have a fitted effect of over 60% in size
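Murine LDR cells carrying a silenced, genomically integrated CMV-driven GFP reporter were exposed to compound for 30 hours at 37 C. After PBS washes, GFP-positive cells (20–120 um objects) were counted by laser-scanning microplate cytometry.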
GoLoco inh red: inhibitors of human Gai1-RGS12 GoLoco interaction (red fluorophore). 230,000 tested, 0.44% active. Gai1:RGS12 GoLoco peptide FP, rhodamine, 10 min. AID 880. Potency, µM (titrated, usually from 61.6 µM), without a hit: at the top dose activity, negative = inhibition, hits mostly inhibitors; active = well fitted inhibition curve with a large enough effect, not every such curve was filed as active; inactive = no such curve, though single readings can be large or run the other way; note: % is set by controls: 0 for no effect and ±100 for the full control effect; nearly all actives have a fitted effect of over 30% in size; many of its hits are not listed in these tables
Target sequence (P63096 whole entry, looked up): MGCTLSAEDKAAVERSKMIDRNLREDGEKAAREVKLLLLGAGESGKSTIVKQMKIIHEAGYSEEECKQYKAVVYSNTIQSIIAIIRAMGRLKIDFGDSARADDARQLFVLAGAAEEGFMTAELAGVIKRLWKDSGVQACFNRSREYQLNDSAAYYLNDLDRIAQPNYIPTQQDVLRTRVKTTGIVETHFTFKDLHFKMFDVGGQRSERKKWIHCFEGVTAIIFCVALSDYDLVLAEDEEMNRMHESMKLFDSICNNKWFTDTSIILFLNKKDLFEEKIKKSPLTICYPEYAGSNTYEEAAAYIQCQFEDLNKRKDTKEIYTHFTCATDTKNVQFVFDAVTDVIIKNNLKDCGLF
NPSR antagonist: antagonists of human neuropeptide S receptor cAMP signaling; CHO-NPSR cells, cAMP TR-FRET, antagonist mode; Potency, µM (series often up to 38.3 µM), for inactives: at the top dose activity change, negative = inhibition, hits mostly inhibitors; 220,000 tested, 1% active; note: % is set by controls: 0 for no effect and ±100 for the full control effect; nearly all actives have a fitted effect of over 50% in size; many of its hits are not listed in these tables
IMPase Li cell: membrane-permeable IMPase blocker, potentiated with lithium. CHO-M1 cells, IP1 TR-FRET (IP-One), carbachol + lithium. Potency, µM (top dose mostly 59.4 µM), for the others: at the top dose activity, negative = IMPase inhibition, usual class: inhibitors. 210,000 tested, 0.35% active. AID 1457;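 note: IP1 builds up when IMPase is blocked and the TR-FRET signal falls; plate controls were basal vehicle for no effect and high inhibitor control for full effect; nearly all actives have a fitted effect of over 50% in size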
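Readout is a homogeneous TR-FRET IP1 immunoassay (Ex 320, Em 665 and 620), where raised cytosolic IP1 lowers signal. Cells were CHO-M1 treated 30 min at 37C with test compounds plus a little lithium; AC50 values came from Hill-equation fitting.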
JMJD2E inh: blocks human JMJD2E demethylase activity; B2RXH2; Potency, µM (highest dose often 57.1 µM), for inactives: at the highest dose activity change, negative = inhibition, most hits filed as inhibitors; 230,000 tested, 1.6% active; JMJD2E catalytic domain, FDH-coupled NADH fluorescence (FDH is formaldehyde dehydrogenase); active = well fitted inhibition curve with a large enough effect, not every such curve was filed as active; inconclusive = small, poorly fitted or top-dose-only effect, or another doubt; inactive = no such curve, though single readings can be large or run the other way;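 note: 0% = wells with enzyme and -100% = buffer wells without enzyme; nearly all actives have a fitted effect of over 50% in size; many of its hits are not listed in these tables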
KinaseGlo FLuc: blocks Kinase-Glo luciferase, a counter-screen artifact | Potency, µM (highest dose often 38.3 µM), inactives show top-dose activity change, negative = inhibition, actives largely listed as inhibitors | 200,000 tested, 0.28% active | Q27757 | Kinase-Glo luciferase, ATP luminescence, 8 min; note: % is set by controls: 0 for no effect and ±100 for the full control effect; nearly all actives have a fitted effect of over 60% in size
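Light output from Kinase-Glo luciferase with luciferin and 10 uM ATP in 50 mM imidazole pH 7.2, KCl, MgCl2, Tween 20, BSA; compound pin-delivered, 8-min ambient incubation, then luminescence read.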
RECQ1 inh: inhibitors of human RECQ1 DNA helicase. P46063. RECQ1 DNA unwinding, red fluorescence kinetic read. Potency, µM (titrated, usually from 57.3 µM), without a hit: at the highest dose activity, negative = inhibition, most hits filed as inhibitors. 240,000 tested, 0.54% active. AID 2549;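 note: plate controls were vehicle for no effect and no enzyme for full effect; nearly all actives have a fitted effect of over 30% in size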
Target sequence (P46063 whole entry, looked up): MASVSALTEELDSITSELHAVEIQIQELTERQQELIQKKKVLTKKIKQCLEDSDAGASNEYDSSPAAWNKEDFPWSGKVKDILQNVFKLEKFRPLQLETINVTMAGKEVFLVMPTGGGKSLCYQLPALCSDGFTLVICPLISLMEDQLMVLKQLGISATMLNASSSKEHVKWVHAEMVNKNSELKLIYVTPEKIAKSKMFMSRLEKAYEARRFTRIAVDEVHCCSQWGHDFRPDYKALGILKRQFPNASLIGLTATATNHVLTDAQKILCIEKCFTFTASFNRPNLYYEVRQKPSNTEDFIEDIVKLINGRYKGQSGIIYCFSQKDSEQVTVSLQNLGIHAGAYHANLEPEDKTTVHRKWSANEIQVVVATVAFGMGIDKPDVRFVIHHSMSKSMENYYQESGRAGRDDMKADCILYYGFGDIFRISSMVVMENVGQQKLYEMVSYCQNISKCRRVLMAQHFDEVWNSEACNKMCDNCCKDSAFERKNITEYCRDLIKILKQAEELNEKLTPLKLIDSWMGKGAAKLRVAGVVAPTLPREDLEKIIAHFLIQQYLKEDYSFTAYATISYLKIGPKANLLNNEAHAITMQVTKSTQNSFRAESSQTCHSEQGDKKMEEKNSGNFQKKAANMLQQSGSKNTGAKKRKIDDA
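RECQ1T1 50 nM; forked duplex (20 bp + 30-nt ss tails) 200 nM, ATP 2 mM final; pH 8.0, 2 mM MgCl2, 2.5 ug/ml poly(dI-dC); 15 min compound preincubation; discontinuous kinetic read over 2 h at RT.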
Numbers without * were called inactive; i = inactive; ? = inconclusive; · = not tested or not shown; [ ] = dose if it differs, or a comment. Unless noted, calls come from the whole dose curve; as a rule, active = well fitted curve in the direction sought with a large enough effect; inconclusive = small, poorly fitted or top-dose-only effect, or another doubt; inactive = no such curve, though single readings can be large; an effect the other way counts as inactive or inconclusive. Potency is the fitted concentration of half-maximal effect. This is a subset. The share of hits here may be higher or lower than overall.

[1] Cc1onc(-c2c(Cl)cccc2Cl)c1C(=O)N1CCCc2ccccc21
[2] COc1ccc(C)cc1S(=O)(=O)Nc1ccccc1
[3] CCOc1ccc2[nH]c3c(N4CCN(c5ccccn5)CC4)ncnc3c2c1
[4] CCOC(=O)c1ccc(NC(=O)CSc2nnc(CNc3ccc(OC)cc3)n2C)cc1
[5] CCCS(=O)(=O)N1CCCC(C(=O)NCC2CCCO2)C1 (stereo not given)
[6] CCc1cc(C(=O)NCCN(C)C)cs1
[7] N#C/C(=N\Nc1ccc(S(=O)(=O)N2CCc3ccccc32)cc1)C(N)=S
[8] O=S(=O)(c1cnc[nH]1)N1CCN(c2ccc(Cl)cc2)CC1

assay / entry	1	2	3	4	5	6	7	8
NPSR antagonist	?	0%[46.1 µM]	?	3%[7.67 µM]	2%[46.1 µM]	-5%[46.1 µM]	-31%	1%[46.1 µM]
IMPase Li cell	60%[activator][38.3 µM]	20%[38.3 µM]	31%[activator][38.3 µM]	18%[38.3 µM]	2%[38.3 µM]	19%[38.3 µM]	11%	-4%[38.3 µM]
RECQ1 inh	-1%	-5%	?	21%	-2%	6%	i	-12%
Epigenetic reg	0.7%	-0.8%	-0.8%	1.9%	-3.7%	0.9%	-0.6%	2.3%
JMJD2E inh	-2%	-5%	?	?	6%	1%	-4%	1%
GoLoco inh red	0%	-10%	-10%	14%	10%	5%	1%	16%
KinaseGlo FLuc	0%	-1%	-1%	-4%	-2%	-5%	0%	-1%
SMN2 splice enh	23%	7%	-39%[inhibitor]	-10%	-17%	8%	-41%[inhibitor]	-7%

Reprinted from the part before: 3 entries, followed by the next part.
[6] CCc1cc(C(=O)NCCN(C)C)cs1
[7] N#C/C(=N\Nc1ccc(S(=O)(=O)N2CCc3ccccc32)cc1)C(N)=S
[8] O=S(=O)(c1cnc[nH]1)N1CCN(c2ccc(Cl)cc2)CC1
[9] CCC(C)(C)C1CCC2(CC1)NC(=O)N(CC(=O)Nc1nc(-c3ccc(C)cc3)cs1)C2=O (stereo not given)
[10] COc1ccc(CC(=O)N2CCN(S(=O)(=O)c3cccs3)CC2)cc1OC
[11] C=CCn1c(-c2ccc(Cl)cc2)cnc1SC(C)C(=O)NC(N)=O (stereo not given)
[12] OCCSc1nc(-c2ccccc2)nc2ccc(F)cc12
[13] O=C(Cc1ccccc1)N1CCN(C(=O)c2ccco2)CC1
[14] Cc1cnc(C(=O)Nc2cccc(S(=O)(=O)N(C)C)c2)cn1
[15] CC(C)OCC(O)CS(=O)Cc1ccccc1 (stereo not given)
[16] COC(=O)CSc1nnc(-c2ccco2)o1

assay / entry	6	7	8	9	10	11	12	13	14	15	16
NPSR antagonist	-5%[46.1 µM]	-31%	1%[46.1 µM]	1%[46.1 µM]	10%	-5%	23%	18%	-1%[46.1 µM]	-21%[46.1 µM]	-3%[46.1 µM]
IMPase Li cell	19%[38.3 µM]	11%	-4%[38.3 µM]	1%[38.3 µM]	·	3%	6%	12%	-1%	40%[activator][38.3 µM]	-7%[38.3 µM]
RECQ1 inh	6%	i	-12%	5%	-4%	-10%	i	-4%	-9%	-12%	10%
Epigenetic reg	0.9%	-0.6%	2.3%	-1.0%	-1.9%	0.0%	0.0%	-1.6%	0.0%	0.8%	1.9%
JMJD2E inh	1%	-4%	1%	-22%	8%	-9%	-12%	3%	-7%	4%	-2%
GoLoco inh red	5%	1%	16%	29%	-3%	0%	15%	3%	4%	11%	11%
KinaseGlo FLuc	-5%	0%	-1%	-2%	·	-3%	3%	4%	2%	0%	-2%
SMN2 splice enh	8%	-41%[inhibitor]	-7%	3%	·	-14%	·	-20%	-15%	6%	0%

[17] O=C(Nc1cccc(F)c1)c1cccnc1N1CCOCC1
[18] COc1ccc(NC(=O)CSc2nc(NS(=O)(=O)c3ccc(C)cc3)cc(=O)[nH]2)cc1
[19] Cn1cccc1C(=O)c1cccc([N+](=O)[O-])c1
[20] COc1cc(NC(=O)c2cccs2)cc(OC)c1
[21] N=C(N)SC(c1ccccc1)c1ccccc1
[22] COc1cc(NC(=O)c2ccco2)c(OC)cc1NC(=O)Nc1ccc(Cl)cc1
[23] CC(=O)Nc1ccc(OS(=O)(=O)c2ccc(C(C)(C)C)cc2)cc1
[24] O=C(CSc1n[nH]c(-c2cccnc2)n1)OC1CCCCC1

assay / entry	17	18	19	20	21	22	23	24
NPSR antagonist	1%[46.1 µM]	4%[46.1 µM]	18%	3%[46.1 µM]	·	?	1%	7%
IMPase Li cell	-10%[38.3 µM]	3%[38.3 µM]	-10%	1%[38.3 µM]	-8%	21%[38.3 µM]	14%	5%
RECQ1 inh	0%	35µM*	-2%	-4%	·	i	?	-6%
Epigenetic reg	0.0%	0.8%	2.5%	-0.6%	·	-1.0%	0.0%	3.3%
JMJD2E inh	11%	?	5%	-2%	·	-5%	18%	5%
GoLoco inh red	7%	9%	1%	3%	2%[14.2 µM]	4%	9%	2%
KinaseGlo FLuc	-5%	19%	0%	-3%	-1%[7.66 µM]	11%	-1%	0%
SMN2 splice enh	-14%	-25%	1%	15%	-3%[9.22 µM]	-15%	·	·

[25] COc1cc(NC(=O)c2ccc3c(c2)OCO3)ccc1NC(=O)c1ccco1
[26] Cc1onc(-c2ccccc2Cl)c1C(=O)NCCN1Cc2ccccc2C1=O
[27] Cc1ccc(C(=O)NCCCC(=O)O)o1
[28] O=C(CNC(=O)c1cccs1)OCC(=O)c1ccc2ccccc2c1
[29] COc1ccc(C2CC(c3ccc(Br)cc3)=NN2C(=S)Nc2ccccc2)cc1 (stereo not given)
[30] Cc1cc(C)n2cc(CSc3nc4ccccc4[nH]3)nc2n1
[31] COCCN(C(=S)Nc1ccc(OC)cc1)C1CCN(C(C)=O)CC1
[32] CS(=O)(=O)NCCCCCCNS(C)(=O)=O

assay / entry	25	26	27	28	29	30	31	32
NPSR antagonist	-2%[46.1 µM]	-13%[7.67 µM]	-2%[46.1 µM]	-14%[46.1 µM]	-23%	-7%[46.1 µM]	1%	11%
IMPase Li cell	6%	2%[38.3 µM]	6%	-19%[38.3 µM]	-1%	-3%	6%	-6%
RECQ1 inh	-11%	-1%	-3%	-2%	-11%	-21%	-4%	i
Epigenetic reg	1.0%	-3.1%	-3.4%	2.2%	0.0%	0.0%	0.0%	1.1%
JMJD2E inh	?	-14%	10%	?	-6%	?	-5%	-1%
GoLoco inh red	0%	1%	-4%	-7%	11%	6%	9%	-6%
KinaseGlo FLuc	0%	-1%	2%	-4%	0%	1%	-2%	-2%
SMN2 splice enh	10%	7%	17%	-12%	?	18%	7%[1.84 µM]	2%

[33] O=C(Cn1ccccc1=O)c1ccc(Cl)cc1
[34] COC(=O)c1cccc(NC(=O)Nc2ccc(Cl)cc2)c1
[35] O=C(COC(=O)CNC(=O)c1ccccc1)Nc1nc(-c2ccccc2)cs1
[36] Cc1c(O)c2cccnc2[nH]c1=O
[37] COc1ccc2sc3ccccc3c(=O)c2c1
[38] O=C(c1ccccc1)c1ccccc1C(=O)N1CCCC1
[39] CCOC(=O)N1CCC(NC(=O)C2CCN(C(=O)c3cc4oc(C)cc4n3Cc3c(F)cccc3Cl)CC2)CC1
[40] COc1ccc(/C=N/n2c(C)nnc2C)c(OC)c1

assay / entry	33	34	35	36	37	38	39	40
NPSR antagonist	11%	-3%	-6%[46.1 µM]	18%	-9%[46.1 µM]	-14%[46.1 µM]	-51%	0%[46.1 µM]
IMPase Li cell	-7%	·	2%	-2%	-15%[38.3 µM]	-14%[38.3 µM]	15%	0%[38.3 µM]
RECQ1 inh	i	0%	-1%	-3%	-4%	5%	-2%	-5%
Epigenetic reg	-1.8%	7.0%	6.6%	-1.3%	0.0%	-1.7%	-0.1%	3.0%
JMJD2E inh	-2%	6%	4%	7%	?	4%	4%	-18%
GoLoco inh red	10%	10%	8%	6%	6%	-13%	-17%	5%
KinaseGlo FLuc	2%	·	1%	-1%	-13%	-2%	1%	-3%
SMN2 splice enh	9%	·	21%	11%	15%	3%	-23%	2%

[41] CC(C)c1csc(CN2CCC(N3CCC(C(=O)NCC4CCCO4)CC3)CC2)n1 (stereo not given)
[42] O=C(Cc1ccccc1Cl)N1CCN(c2ncccn2)CC1
[43] CCOC(=O)COc1ccc2c(c1)C(=O)CC1(CCN(C(C)=O)CC1)O2
[44] CS(=O)(=O)Nc1ccc(C2=NN(S(C)(=O)=O)C(c3ccc4nccnc4c3)C2)cc1 (stereo not given)
[45] CC(=O)N1CCc2cc(S(=O)(=O)NCCC(=O)N3CCN(c4ccccn4)CC3)ccc21
[46] COc1ccc(NS(=O)(=O)c2ccc(S(=O)(=O)N3CCCC3)cc2)cc1Cl
[47] CCCS(=O)(=O)N1CCC(C(=O)N2CCc3ccccc3C2)CC1
[48] COc1ccc2cc(/C=N/NC(=O)CN(c3ccccc3)S(=O)(=O)c3ccccc3)c(Cl)nc2c1
[49] C/C(=N\NC(N)=S)C1(C)CCCCC1
[50] CN(C)/C=C/c1onc(-c2c(Cl)cccc2Cl)c1C#N
[51] CCN1CCN(Cc2ccc(NC(=O)c3ccc(C)c(NC(=O)c4c[nH]c5cc(C(F)(F)F)ccc5c4=O)c3)cc2C(F)(F)F)CC1

assay / entry	41	42	43	44	45	46	47	48	49	50	51
NPSR antagonist	-24%	1%	1%[46.1 µM]	-8%	1%[46.1 µM]	-12%[46.1 µM]	-1%[46.1 µM]	-27%	-35%	-43%	?
IMPase Li cell	15%	-5%	-22%[38.3 µM]	2%	-2%[38.3 µM]	32%[38.3 µM]	-9%[38.3 µM]	?	-4%	17%	·
RECQ1 inh	-4%	-16%	i	-4%	i	-2%	-1%	-1%	i	-12%	3%
Epigenetic reg	1.1%	4.1%	0.0%	-0.1%	-0.9%	0.8%	-1.1%	?	5.1%	-1.1%	-3.2%
JMJD2E inh	11%	-20%	?	-2%	-6%	-3%	8%	?	-2%	?	12%
GoLoco inh red	7%	-1%	10%	9%	8%	-5%	-14%	45%	2%	33%[activator]	18%
KinaseGlo FLuc	-2%	3%	-3%	-3%	0%	-4%	-5%	-4%	2%	-3%	·
SMN2 splice enh	·	8%	-2%	·	-26%	-17%	-9%	20%	-11%	-3%	·

Source: PubChem
